Assay outcomes as filed in PubChem BioAssay.
Cy5 interf NS3h: enhances or quenches Cy5 fluorescence in NS3h assay; Cy5-dT15 DNA with NS3h, fluorescence interference; actives lie on both sides; signal over control mean, under 1 quenches; fluorescence interference ratio at 100 µM; actives 6% (n = 16,000); AID 720488;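 active = compound fluorescence over control fluorescence at most 0.8, a quencher, or at least a set upper limit, an enhancer; inactive = ratio between 0.8 and the set upper limit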
NS3h inh CB: hepatitis C NS3 helicase inhibition, primary screen. inhibition, % at 100 µM. NS3h Cy5-dT15 DNA binding, fluorescence polarization. actives 1.6% (n = 16,000);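 active = inhibition above the average over every tested compound plus 3 SD, cut at about 40% in these data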
* marks the source's active call; other numbers are inactive results.

#	structure	Cy5 interf NS3h	NS3h inh CB
1	C=CCN1C(=O)/C(=C\c2cc(Br)cc(Cl)c2O)C(=O)NC1=S	0.98	10
2	Cc1nn(-c2ccccc2)c(C)c1CC(=O)N(c1ccccc1)c1ccccc1	0.92	7
3	Cc1ccc(NC(=O)C(=O)NCCc2ccc(Cl)cc2)cc1	0.97	12
4	Cc1nc2ccccc2n1S(=O)(=O)c1ccc(Br)cc1	0.98	-2
5	Cc1ccc([N+](=O)[O-])cc1N1C(=O)C2C3C=CC(CC3)C2C1=O (centres undefined)	0.88	18
6	Cc1ccc(S(=O)(=O)Nc2ccc3ccccc3c2)cc1	0.9	3
7	CC(=O)Nc1cc(-c2ccccc2)nn1Cc1ccccc1	1	0
8	COc1ccc(C(=O)CSc2nc3ccccc3c(=O)[nH]2)cc1	1.1	1
9	COc1ccc2oc(=O)c(C(=O)Nc3ccc(S(N)(=O)=O)cc3)cc2c1	1.1	18
10	O=C(c1coc2ccc(O)c(CN3CCCCC3)c12)C1CC1	1	2
11	COc1ccc(N2C(=O)CC(Cc3ccc(Br)cc3)C2=O)cc1 (centres undefined)	0.9	1
12	COCCCNC(=O)COc1cccc(C)c1	1	1
13	Cc1cc(C)c(NC(=S)NC(NC(=O)c2ccc(Br)cc2)C(Cl)(Cl)Cl)c(C)c1 (centres undefined)	1	13
14	CCCCOc1ccc(C(=O)Nc2ccccc2OC(C)C)cc1	1	12
15	CCOc1cccc(C(=O)Nc2nnc(-c3cccs3)s2)c1	1.1	26
16	O=C(c1cc(-c2ccccc2)nc2ccccc12)N1CCc2ccccc2C1	0.99	14
17	COc1ccc(C2Nc3ccccc3C(=O)N2Cc2ccco2)cc1COc1ccc([N+](=O)[O-])cc1 (centres undefined)	0.97	14
18	COCCOC(=O)C1=C(C)N=c2s/c(=C/c3ccccc3OC)c(=O)n2C1c1ccc(OC)cc1 (centres undefined)	0.9	11
19	COc1ccc(Br)cc1C=C1C(=O)N(C)C(=O)N(C)C1=O	1.1	4
20	Cc1cccnc1N1C(=O)C2C3c4ccccc4C(c4ccccc43)C2C1=O (centres undefined)	1.1	-5
21	O=CN1CCN(c2nc(-c3ccccc3)c3cc(Cl)ccc3n2)CC1	1.1	-33
22	COc1ccc(NC(=O)c2ccccc2[N+](=O)[O-])cc1Cl	1	7
23	CCOC(=O)c1c(NC(=O)Cc2cccs2)sc(C(=O)Nc2cc(C(F)(F)F)ccc2Cl)c1C	0.93	-5
24	COc1cc2c(cc1C)/C(=N/OC(=O)c1cc(OC)c(OC)c(OC)c1)CCC2	0.98	4

Next part, starting with the last 4 of the part before.
#	structure	Cy5 interf NS3h	NS3h inh CB
21	O=CN1CCN(c2nc(-c3ccccc3)c3cc(Cl)ccc3n2)CC1	1.1	-33
22	COc1ccc(NC(=O)c2ccccc2[N+](=O)[O-])cc1Cl	1	7
23	CCOC(=O)c1c(NC(=O)Cc2cccs2)sc(C(=O)Nc2cc(C(F)(F)F)ccc2Cl)c1C	0.93	-5
24	COc1cc2c(cc1C)/C(=N/OC(=O)c1cc(OC)c(OC)c(OC)c1)CCC2	0.98	4
25	COc1ccccc1NC(=O)c1c(NC(C)=O)sc2c1CCCC2	1	16
26	CSc1nc(=O)n(-c2ccc3ccccc3c2)c(C)c1C(C)=O	0.95	1
27	Cc1cc(=O)oc2cc(OCc3ccccc3)c(O)cc12	0.95	-1
28	CC(=O)N1CCN(c2ccc(NC(=O)c3sc4ccccc4c3Cl)cc2)CC1	1	2
29	COc1ccccc1CC1CC(=O)N(c2ccc(Cl)c(Cl)c2)C1=O (centres undefined)	1	1
30	Cc1ccc(-c2nc3ccccc3o2)cc1NC(=S)NC(=O)c1ccc(Cl)cc1	1.1	24
31	CCc1ccc(NC(=O)CSc2nnc(SCC(=O)Nc3ccc(CC)cc3)s2)cc1	0.92	6
32	O=C(CCN1C(=O)/C(=C/c2cccs2)SC1=S)Nc1ccc(F)cc1	1	3
33	CCOC(=O)c1sc(NC(=O)c2ccc(Cl)cc2Cl)nc1C	0.64*	9
34	O=C(NCCc1ccc(F)cc1)C(=O)Nc1cccc(Cl)c1	1.1	21
35	O=[N+]([O-])c1ccc(N2CCOCC2)c(Cl)c1N1CCOCC1	1	5
36	COc1ccccc1NC(=O)c1c(NC(=O)c2cccc(C)c2)sc2c1CCC2	1.1	0
37	COc1ccc(-c2nnnn2C)cc1S(=O)(=O)Nc1ccc(C)c(Cl)c1	0.98	12
38	COc1ccc(N/C(C)=C/C(=O)c2ccc(F)cc2)cc1	1	14
39	O=C(/C=C/c1c[nH]c2ccccc12)c1ccc(Cl)cc1	0.97	16
40	CCOc1ccc(C(=O)Nc2ccc3ccccc3c2)cc1[N+](=O)[O-]	0.97	8
41	O=C(CSc1ccccn1)c1ccc(-c2ccccc2)cc1	1.1	-4
42	O=C(Nc1ccccc1)c1ccccc1NC(=O)C(c1ccccc1)c1ccccc1	0.92	12
43	CC1(C)CC(NC(=S)Nc2ccc([N+](=O)[O-])cc2)CC(C)(C)N1	1	1
44	CN1C(=O)C(=O)C(=C(O)c2ccc(Cl)cc2)C1c1ccccc1 (centres undefined)	0.99	0
45	COC(=O)C1=C(C)N(Cc2ccccc2)C(=O)/C1=C\c1cccs1	0.82	14
46	CCOC(=O)NC(NCc1ccco1)(C(F)(F)F)C(F)(F)F	0.95	10
47	NC1=NC(=O)/C(=C\c2cc(Br)ccc2OCc2ccccc2F)S1	1	1
48	CCn1c2ccccc2c2nnc(SC)nc21	1	4
49	CCn1c(-c2ccc(Cl)cc2)n[nH]c1=S	1	0
50	Cc1occc1C(=O)O/N=C(/N)c1cccnc1	1.1	4
51	Cc1ccc(CNC(=O)c2ccc(Cl)c([N+](=O)[O-])c2)cc1	0.94	6
52	CCCCC1CCC(c2nc(-c3cccnc3)no2)CC1 (centres undefined)	0.86	23
53	C=C1CSc2nc(=O)c3c4c(sc3n21)CCC4	0.94	6
54	COC(=O)NC1(C(Cl)Cl)N=C(c2ccccc2)N=C1N (centres undefined)	0.85	-8
55	O=C(Cc1ccccc1)N1N=C(c2cccnc2)CC1(O)C(F)(F)F (centres undefined)	1.1	-15
56	COc1cc(/C=C2\SC(=S)N(C(CCC(=O)O)C(=O)O)C2=O)ccc1O (centres undefined)	1.1	5
57	COC(=O)c1c(C)oc2cc(Br)c(OCc3ccccc3F)cc12	0.94	9
58	CCOC(=O)Cc1nnc(Nc2ccc(C)cc2)c2ccccc12	1.1	13
59	Cc1ccc(S(=O)(=O)N2CCCC2)cc1	1	-4
60	COc1ccc(NC(=O)C2CC2(c2ccc(C)cc2)c2ccc(C)cc2)cc1 (centres undefined)	1.1	3
61	O=C(NC1C2CC3CC(C2)CC1C3)c1ccccc1Br (centres undefined)	1.1	12
62	CCC1=NN(C(=O)c2cccc(O)c2)C(O)(c2ccncc2)C1 (centres undefined)	1	-4
63	O=C(Nc1ccc(S(=O)(=O)N2CCCCCC2)cc1)c1ccc(Cl)cc1Cl	0.94	4
64	CC(=O)Nc1ccc(OC(=O)c2c(F)cccc2F)cc1	0.95	4
65	CCOC(=O)/C(=N/O)C1=NC(C)(C)C(C)c2ccccc21 (centres undefined)	0.94	8
66	c1cncc(-c2noc(COc3ccc4ccccc4c3)n2)c1	0.96	13
67	O=C(Sc1nnc(-c2cccc(Br)c2)o1)c1ccc([N+](=O)[O-])cc1	1	4
68	CN(C)c1ccc(/C=C(\NC(=O)c2ccccc2)C(=O)N/N=C\c2cc(O)ccc2[N+](=O)[O-])cc1	0.65*	45*
69	Cc1ccc(C)c(OCCCCN2CCCC2)c1C	0.72*	0
70	Cc1ccc(Br)cc1S(=O)(=O)NCc1ccco1	1	-14
71	CC(=O)Nc1ccc2sc(C)nc2c1	0.97	1
72	COc1cc([N+](=O)[O-])ccc1NC(=O)c1cc(-c2ccccc2)nc2ccccc12	1	11

Looked up by compound from above, two records:
#	structure	Cy5 interf NS3h	NS3h inh CB
50	Cc1occc1C(=O)O/N=C(/N)c1cccnc1	1.1	4
20	Cc1cccnc1N1C(=O)C2C3c4ccccc4C(c4ccccc43)C2C1=O (centres undefined)	1.1	-5

Screen by screen, quoted from above.
Entries 44–48 in NS3h inh CB read 0, 14, 10, 1, 4
Entries 44–48 in Cy5 interf NS3h read 0.99, 0.82, 0.95, 1, 1

Next entries follow:
#	structure	Cy5 interf NS3h	NS3h inh CB
73	O=C(/C=C/c1ccccc1)Nc1nc2ccc(Br)cc2s1	1.1	-6
74	CC(Oc1ccccc1)C(=O)Nc1cc(C(N)=O)cc(C(N)=O)c1 (centres undefined)	1	1
75	CN(C)c1ccc(/C=C2\SC(=S)N(C(Cc3ccccc3)C(=O)O)C2=O)cc1 (centres undefined)	0.99	5
76	O=C(Nc1ccc2c(c1)oc1ccccc12)c1cccs1	0.96	8
77	O=C(c1ccccc1)N1CCN(C(=O)c2nn3c(C(F)(F)F)cc(-c4cccs4)nc3c2Br)CC1	0.71*	10
78	COc1ccc(/C=C(\NC(=O)c2ccccc2)C(=O)NCC(C)C)cc1OC	0.96	9
79	COC(=O)C1=C(C)N=c2s/c(=C/c3cccnc3)c(=O)n2C1c1cccs1 (centres undefined)	1	12
80	O=C(CN1C(=O)c2ccc([N+](=O)[O-])cc2C1=O)Nc1ccccc1C(=O)O	1	1
81	COc1cc(/C=N\N=C2/SC(CC(=O)O)C(=O)N2c2ccc(O)cc2)ccc1O (centres undefined)	1.2	7
82	CC1=C(C(=O)Nc2cccc(Cl)c2)C(c2cccc(Br)c2)NC(=S)N1 (centres undefined)	0.95	7
83	COC(=O)c1ccc(/C=C2\SC(=S)N(c3ccc(F)cc3)C2=O)cc1	1	0
84	CCOC(=O)C1=C(c2ccccc2)NC(=S)NC1c1ccc(OC)cc1 (centres undefined)	1	18
85	COCCNC(=O)CN(c1cccc(Br)c1)S(=O)(=O)c1ccccc1	1	1
86	O=c1oc(-c2ccccc2)nc2sc3c(c12)CCCC3	0.69*	15
87	CC(C)(C)c1cc(/C=N\Nc2ccc(C(F)(F)F)cn2)cc(C(C)(C)C)c1O	0.92	-6
88	COC(=O)C1=C(C)N=c2s/c(=C\c3ccccc3[N+](=O)[O-])c(=O)n2C1c1ccccc1Cl (centres undefined)	0.98	10
89	NC(=O)c1ccc(NC(=O)c2ccccc2C(=O)O)cc1	1.1	2
90	O=c1oc2cc(OC/C=C/c3ccccc3)ccc2cc1-c1ccccn1	0.97	10
91	COc1ccc(NC(=O)CN(c2cccc(Cl)c2)S(C)(=O)=O)cc1	1	5
92	Cc1ccc(OCC(=O)N2CCCc3ccccc32)c(C)c1	1.1	16
93	CCCCOC(=O)COc1ccc(S(=O)(=O)c2ccc(OCC(=O)OCCCC)cc2)cc1	1	11
94	CCOc1ccccc1NC(=O)C(=O)NCCCN1CCOCC1	0.95	0
95	Clc1ccccc1CSc1nnnn1-c1ccccc1	0.99	14
96	COc1cccc(/C=C2\SC(=S)N(c3cccc(Br)c3)C2=O)c1	1	22
97	O=C(COc1ccc(Br)cc1)Nc1ccc(Nc2ccccc2)cc1	0.94	19
98	CCOC(=O)c1c[nH]c2cc(OC)ccc2c1=O	1.1	1
99	O=C(N(c1cccc(C(F)(F)F)c1)C1C=CS(=O)(=O)C1)C(Cl)(Cl)Cl (centres undefined)	0.97	7
100	Cc1cc([N+](=O)[O-])ccc1-c1ccc(C(=O)NC(C)(C)C)o1	0.91	10
101	CC1CN(Cc2c(O)ccc3c4c(c(=O)oc23)CCC4)CC(C)O1 (centres undefined)	1	16
102	O=C1/C(=C\c2ccccc2OS(=O)(=O)c2ccccc2)SC(=S)N1c1ccccc1	1	3
103	CCOc1ccc(NC(=O)/C(=C\c2ccco2)NC(=O)c2ccc(C)cc2)cc1	1	8
104	O=C(c1cc2n(n1)C(C(F)(F)F)CC(c1ccccc1)N2)N1CCOCC1 (centres undefined)	1	1
105	C=CCN1C(=O)/C(=C\c2cc(Cl)c(O)c(Cl)c2)SC1=S	0.77*	21
106	CN(C)c1ccc(NC2=NS(=O)(=O)c3ccccc32)cc1	0.95	0
107	COc1cc(Br)c(-c2cc3c(ccc4ccccc43)oc2=O)cc1OC	0.95	-6
108	CCOc1cc(/C=C2\C(=O)NC(=O)N(c3ccc(C)cc3)C2=O)ccc1O	0.97	9
109	CC(=O)N(C)c1ccc(NC(=O)c2ccc(C(=O)Nc3ccc(N(C)C(C)=O)cc3)cc2)cc1	1	4
110	CCOC(=O)NCc1ccc(N(C)C)cc1	0.96	-4
111	O=C(Nc1ccccc1C(=O)O)c1cccc(NC(=O)C(c2ccccc2)c2ccccc2)c1	1	8
112	COc1cc(/C=C2/SC(=S)N(c3ccccc3)C2=O)ccc1OC(=O)c1cccs1	1	12
113	Cc1nn(CC(=O)O)c(=O)c2ccccc12	1.1	-14
114	O=C(Nc1ccccc1[N+](=O)[O-])c1ccc(N2C(=O)CCC2=O)cc1	1.1	7
115	O=C(Nc1ccc(C(=O)O)cc1)/C(=C/c1cccc([N+](=O)[O-])c1)NC(=O)c1ccccc1	0.97	1
116	CC1CCN(Cn2[nH]c(=O)ccc2=O)CC1	1.1	-15
117	CCN(Cc1ccccc1)C(=O)/C=C/c1ccccc1Cl	0.97	13
118	COc1ccc(Cc2ccc(OC)cc2)cc1	0.87	10
119	O=CN1CCN(C(=O)c2ccc(I)cc2)CC1	1	5
120	O=C(Nc1ccccc1-c1ccccc1)c1ccc(I)cc1	1	17

Printed as active in NS3h inh CB, of those listed so far:
#	structure	Cy5 interf NS3h	NS3h inh CB
68	CN(C)c1ccc(/C=C(\NC(=O)c2ccccc2)C(=O)N/N=C\c2cc(O)ccc2[N+](=O)[O-])cc1	0.65*	45*

Remaining list, next part:
#	structure	Cy5 interf NS3h	NS3h inh CB
121	CC(=O)Nc1ccc(NC(=S)NC(=O)/C=C/c2ccccc2)cc1	1.1	-22
122	O=C1C(=O)N(CN2CCOCC2)c2ccc(Br)cc21	0.98	-3
123	O=C1CSC(=Nc2ccc(Br)cc2)N1	0.98	11
124	CCOC(=O)NC(Nc1cc(F)ccc1C)(C(F)(F)F)C(F)(F)F	1	2
125	Nc1c(Cl)cc(-c2nc3ccccc3o2)cc1Cl	1	4

Outcome played no part in choosing rows. Share with any hit: about 7.1%.
